APE1 inh – blocks human APE1 abasic DNA cleavage; P27695; recombinant APE1, TAMRA/BHQ-2 abasic DNA cleavage fluorescence; Potency, µM (series often up to 65.8 µM), for the others: top-dose activity change, negative = inhibition, usual class: inhibitors; actives 0.35% (n = 350,000);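 also: plate controls were vehicle for no effect and reference inhibitor for full effect; nearly all actives have a fitted effect of over 55% in size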
Target sequence (P27695 whole entry, looked up): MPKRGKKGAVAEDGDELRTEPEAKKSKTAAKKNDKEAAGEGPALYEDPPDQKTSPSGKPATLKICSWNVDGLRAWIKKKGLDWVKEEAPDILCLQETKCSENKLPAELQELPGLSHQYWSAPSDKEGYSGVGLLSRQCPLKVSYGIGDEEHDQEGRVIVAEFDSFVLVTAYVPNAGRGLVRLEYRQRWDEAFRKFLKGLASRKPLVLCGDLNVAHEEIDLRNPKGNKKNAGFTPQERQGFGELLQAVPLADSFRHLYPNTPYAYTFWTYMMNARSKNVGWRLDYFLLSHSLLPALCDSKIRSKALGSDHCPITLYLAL
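Step 1: APE1 (0.75 nM) with compound, 15 min RT. Step 2: add 50 nM fluorophore/quencher THF duplex. Step 3: three fluorescence reads 60 s apart (525/598 nm); read 3 minus read 1 = reaction progress.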
BLM helicase inh – inhibitors of human Bloom syndrome helicase BLM. recombinant BLM DNA unwinding, fluorescence dequenching. Potency, µM (doses to about 56.1 µM), for the others: at the highest dose activity change, negative = inhibition, hits mostly inhibitors. actives 0.2% (n = 350,000). AID 2528;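 also: plate controls were vehicle for no effect and no enzyme for full effect; nearly all actives have a fitted effect of over 35% in size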
POLH inh – DNA polymerase eta (human) inhibition; AID 588591; actives 1.2% (n = 390,000); recombinant Pol eta, fluorescent DNA replication assay; Q9Y253; Potency, µM (series often up to 114 µM), for the others: top-dose activity change, negative = inhibition, usual class: inhibitors; also: % is scaled to controls: 0 for no effect and ±100 for the full control effect
Target sequence (Q9Y253 whole entry, looked up): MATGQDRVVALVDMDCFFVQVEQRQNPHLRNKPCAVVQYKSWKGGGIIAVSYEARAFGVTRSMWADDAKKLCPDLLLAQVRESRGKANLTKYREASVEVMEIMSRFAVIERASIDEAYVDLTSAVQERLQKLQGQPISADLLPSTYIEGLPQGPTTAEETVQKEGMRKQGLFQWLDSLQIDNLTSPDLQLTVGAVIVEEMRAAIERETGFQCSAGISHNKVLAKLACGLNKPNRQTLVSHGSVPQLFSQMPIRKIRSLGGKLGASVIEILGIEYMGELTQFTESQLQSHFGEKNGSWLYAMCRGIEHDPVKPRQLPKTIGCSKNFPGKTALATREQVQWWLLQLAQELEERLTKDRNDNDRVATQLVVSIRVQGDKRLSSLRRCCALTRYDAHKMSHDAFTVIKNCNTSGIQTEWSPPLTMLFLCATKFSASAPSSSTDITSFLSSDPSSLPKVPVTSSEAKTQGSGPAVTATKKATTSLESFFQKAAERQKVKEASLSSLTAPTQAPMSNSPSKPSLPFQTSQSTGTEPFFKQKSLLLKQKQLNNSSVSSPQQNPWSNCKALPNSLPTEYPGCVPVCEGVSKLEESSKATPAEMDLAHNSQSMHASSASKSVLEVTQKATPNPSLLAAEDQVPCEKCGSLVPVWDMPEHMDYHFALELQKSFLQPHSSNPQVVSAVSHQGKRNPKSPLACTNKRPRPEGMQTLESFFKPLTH
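Pol eta (10 nM) was preincubated with compounds for 15 min at room temperature, after which fluorescent replication substrate (50 nM final) was added to start the reaction. Fluorescence was read kinetically at 0 and 10 min.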
G9a inh – G9a (human) methyltransferase inhibition; Q96KQ7; Potency, µM (series often up to 102 µM), for inactives: top-dose activity, negative = inhibition, actives largely listed as inhibitors; G9a H3K9 monomethylation, AlphaScreen, 2 h; actives 8.8% (n = 350,000); also: % is scaled to controls: 0 for no effect and ±100 for the full control effect; nearly all actives have a fitted effect of over 75% in size
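G9a (20 nM) was preincubated 15 min with compound, then reacted 2 h at room temperature with 500 nM biotin-H3K9 peptide and 20 µM SAM. Monomethyl-H3K9 detected by AlphaScreen using anti-H3K9me1 antibody.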
POLB inh – inhibitors of human DNA polymerase beta; Potency, µM (top dose mostly 114 µM), for inactives: at the highest dose activity change, negative = inhibition, hits mostly inhibitors; actives 1.3% (n = 340,000); AID 485314; P06746; Pol beta primer extension/strand displacement, fluorescence kinetic; also: % is scaled to controls: 0 for no effect and ±100 for the full control effect
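Preincubation: enzyme (10 nM) with compound, 15 min, RT. Reaction: substrate added to 50 nM final. Reads: 0 and 10 min. Analysis: normalized, Hill fit.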
POLI inh – blocks human DNA polymerase iota activity; actives 1% (n = 390,000); Potency, µM (titrated, usually from 115 µM), inactives show top-dose activity, negative = inhibition, usual class: inhibitors; Pol iota fluorescent replication assay, 10 min
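Pol iota at 10 nM preincubated 15 min with compounds at room temperature; reaction started with fluorescent substrate, 50 nM final. Fluorescence read kinetically at 0 and 10 min; buffer-only wells as negative control.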
Anesthetic bind – binds horse apoferritin like a general anesthetic | P02791 | apoferritin/1-aminoanthracene competitive binding, fluorescence | Potency, µM (doses to about 77.5 µM), for inactives: top-dose activity change, negative = displacement, usual class: inhibitors | actives 0.074% (n = 350,000) | AID 485281; also: % is scaled to controls: 0 for no effect and ±100 for the full control effect; nearly all actives have a fitted effect of over 20% in size
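Horse-spleen apoferritin (10 uM) was mixed with 50% saturated 1-aminoanthracene in PBS, exposed to compounds for 10 min at room temperature, and read for fluorescence (ex 380 nm, em 535 nm). Competitive displacement was fitted with a four-parameter Hill equation.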
BAZ2B block – BAZ2B (human) inhibition; Q9UIF8; AlphaScreen BAZ2B-H3K14Ac peptide displacement; Potency, µM (series often up to 114 µM), without a hit: at the top dose activity change, negative = inhibition, usual class: inhibitors; actives 4.4% (n = 360,000); also: % is scaled to controls: 0 for no effect and ±100 for the full control effect; nearly all actives have a fitted effect of over 60% in size
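BAZ2B (50 nM) with biotin-H3(5-23)K14Ac peptide (50 nM) in PBS pH 7.4, 0.01% Tween-20, preformed 30 min, then compound 30 min at room temperature; top concentration 110uM. AlphaScreen streptavidin donor/nickel chelate acceptor beads (10 ug/mL final), 20 min dark, signal read.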
POLK inh – inhibitors of human DNA polymerase kappa | actives 0.53% (n = 400,000) | Potency, µM (titrated, usually from 107 µM), inactives show at the top dose activity, negative = inhibition, most hits filed as inhibitors | purified Pol kappa, fluorescent DNA synthesis assay, 10 min; also: % is scaled to controls: 0 for no effect and ±100 for the full control effect
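Enzyme at 10 nM met test compounds for 15 min at room temperature. Substrate addition (50 nM final) began the reaction, which was monitored by fluorescence at 0 and 10 min.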
The depositor's hits bear a star; u = inconclusive; x = no result given; [ ] = another dose, or the depositor's remark. Calls follow the shape of the dose curve; as a rule, active = well fitted curve in the direction sought with a large enough effect; inconclusive = small, poorly fitted or top-dose-only effect, or another doubt; inactive = no such curve, though single readings can be large; an effect the other way counts as inactive or inconclusive. Potency is read from the fitted curve at half-maximal effect.

SMILES,APE1 inh,BLM helicase inh,POLH inh,G9a inh,POLB inh,POLI inh,Anesthetic bind,BAZ2B block,POLK inh
CS(=O)(=O)N(Cc1ccccc1)c1ccccc1C(=O)Nc1ccccc1C(=O)NCc1ccco1,0%,-8%,-20%,-2%,4%,-18%[58.9 µM],-15%,-26%,-16%
C1=CC2CCC1ON2c1ccccc1 (centres undefined),5%,-5%,-3%,-15%[59 µM],-22%,u,u,-21%,3%
CCn1c(C)nc2cc(C(=O)NNS(=O)(=O)c3ccc(C)c(C)c3)ccc21,-3%,0%,-2%,-28%[59 µM],-1%,3%,-18%,-7%,-6%
CC(C)NC(=O)/C(=C/c1ccco1)c1ccccc1,8%,-3%,-12%,x,19%,-4%,-8%,-7%,-4%
CNC(=O)Nc1cccc2cccnc12,-1%,-1%,4%,0%,u,-15%,0%,0%,-19%
COc1ccc(CN(C)Cc2nc(Cc3ccccc3Cl)no2)cc1OC,0%,-4%,1%,16%,31%,42%[activator],-9%,-1%,-1%
COC(=O)CSc1nnc(-c2ccccc2OC)n1-c1ccc(C)cc1,-4%,-1%,1%,-9%,14%,15%,-12%,7%,-9%
O=C(CCOc1ccccc1)N1CCN(S(=O)(=O)c2ccccc2F)CC1,-5%,x,-11%,2%[12.7 µM],x,14%,x,-3%,-7%
Cc1nc2c3cccnc3nn2c(C)c1CCC(=O)NCc1ccccc1,x,4%,-12%,-24%[59 µM],4%,-9%,57%[activator],-8%,-8%
Cc1nnsc1C(=O)Oc1ccc(Cl)cc1,x,1%,-13%,13µM*,-25%,36%[activator],u,7%,-20%
COc1cc(S(=O)(=O)NCc2ccncc2)c(OC)cc1Br,23%,1%,-13%,13%,u,-12%,-12%,-3%,-26%
O=C(COC(=O)C1=COCCO1)Nc1ccc(F)c(F)c1,31%,x,-13%,-19%,x,53%[activator],x,6%,-13%
Cc1ccc(S(=O)(=O)NCCC(=O)Nc2ccc(C)c(Cl)c2)cc1C,u,-5%,-23%,15%[59 µM],1%,7%,-1%,1%,-12%
CCOC(=O)C(Cc1cc(C(C)=O)ccc1OC(C)C)C(=O)OCC,4%,-5%,-6%,1%[59 µM],-1%,3%,-23%,12%,-14%
CCCN1C(=O)COc2ccc(-c3n[nH]c(=O)c4ccccc34)cc21,0%,-1%,-12%,15%,11%,46%[activator],-7%,0%,-6%
CCOc1ccc(OCc2ccc(C(=O)Nc3ccc(Cl)cn3)o2)cc1,-2%,-4%,-3%,20%[59 µM],1%,4%,-19%,6%,4%
Cc1ccc(/C=N/n2cnc3sc(-c4ccccc4)cc3c2=O)o1,-9%,-1%,-7%,7%[59 µM],u,2%,u,-19%,-14%
O=C(O)c1cccc(S(=O)(=O)NCc2cccs2)c1,-5%,-1%,-18%,-3%[59 µM],3%,2%,-4%,4%,-8%
Cc1ccc(S(=O)(=O)Nc2ccccc2F)cc1C(=O)N1CCN(c2ccccc2O)CC1,-11%,x,-5%,17%[12.7 µM],x,19%,x,-6%,-6%
Cn1c(CCN2CCCCC2)nc2cc(NC(=O)COc3ccc(Cl)cc3)ccc21,21%,-2%,-9%,11%,4%,12%,-10%,-10%,-6%
CCC1(CC)C(=O)N(C)C(=O)NC1=Nc1ccc(OC)cc1,3%,2%,-22%,-24%,-1%,10%,-16%,10%,-16%
Cc1c(NC(=O)c2ccccc2F)cccc1-c1nc2cccnc2s1,x,-10%,23%,u,u,u,3%,-33%,u
CC(C)OCCCNC(=O)C1CCC(CNS(=O)(=O)c2ccccc2)CC1 (centres undefined),7%,1%,-10%,6%,-1%,34%[activator],-4%,-2%,-13%
O=C(C1=C(O)C(=O)N(CCN2CCOCC2)C1c1cccc(Br)c1)c1cccs1 (centres undefined),11%,-2%,-10%,56µM*,4%,14%,u,-9%,5%
COc1ccc(OCC2c3cc(OC)c(OC)cc3CCN2C(=O)COc2ccc(Cl)cc2Cl)cc1 (centres undefined),x,-9%,-19%,-32%[59 µM],-2%,29%,19%,-24%,-7%[60.1 µM]
NC(=S)c1cc2cc(Br)ccc2oc1=O,-10%,-1%,-11%,-2%[59 µM],17%,2%,-8%,-14%,11%
CSc1ccc(Cl)c(C(=O)NCCCn2ccnc2)c1,20%,-6%,-7%,6%,17%,15%,-2%,-3%,14%
COc1ccccc1OCc1nnc(SCC(=O)N2CCCC2)o1,28%,-4%,-12%,15%,0%,6%,-9%,1%,6%
CCOc1ccccc1CNC(=O)C1CCCN(c2ncnc3onc(-c4ccc(F)cc4)c23)C1 (centres undefined),x,-2%,-12%,1%[59 µM],29%,17%,-8%,9%[57.1 µM],4%
CC(C)c1csc(CN2CCCC(CNC(=O)c3cccc4ccccc34)C2)n1 (centres undefined),-12%,-2%,2%,x,33%,0%,-18%,-19%,-28%
Cc1ccc(-c2cc3nc(-c4ccccc4)cc(C(F)(F)F)n3n2)cc1,x,-5%,-13%,2%[59 µM],38%,9%,-4%,4%,-13%
CCC1Oc2ccc(C)cc2N(CC(=O)NCCN2CCOCC2)C1=O (centres undefined),-9%,2%,-11%,9%,42%,59%[activator],-6%,10%,-6%
Nn1c(SCC(=O)Nc2cc(S(=O)(=O)N3CCOCC3)ccc2Cl)nnc1-c1cccnc1,-16%,-2%,-15%,-50%,27%,133%[activator],-24%,x,0%
Cc1ccc(-n2c(-c3ccc(Br)cc3)nc3c(cnn3-c3ccccc3)c2=O)cc1,x,-11%,-10%,-34%[59 µM],26%,-8%,-8%,-15%,u
OCC1(CO)COC(/C=C/c2ccccc2)=N1,3%,0%,-9%,11%,1%,1%,0%,5%,-6%
COC(=O)c1ccc(NC(=O)CSc2nnc(CNc3ccc(OC)cc3)n2C)cc1,-2%,-9%,-14%,u,-12%,10%,-6%,-3%,-2%
COCCn1c(Cc2ccccc2)nnc1SCC(=O)N1CCCC1=O,2%,x,-25%,-44%[12.7 µM],x,21%,x,6%,4%
O=C(NCC1COc2ccccc2O1)C1CCCN(S(=O)(=O)c2cnc[nH]2)C1 (centres undefined),u,-2%,-12%,u,18%,18%,37%[activator],21%,2%
CCn1c(SCc2cc(=O)[nH]c3ccccc23)nnc1C1CC1,0%,-6%,-21%,23%[59 µM],5%,17%,-1%,1%,-13%
CC1(C)CC(=O)C(C(c2ccco2)C2C(=O)CC(C)(C)CC2=O)C(=O)C1,-10%,-1%,-3%,u,u,-18%,-2%,-25%,-13%

Compounds shown so far that have a furan ring, fused or not (five):
SMILES,APE1 inh,BLM helicase inh,POLH inh,G9a inh,POLB inh,POLI inh,Anesthetic bind,BAZ2B block,POLK inh
CS(=O)(=O)N(Cc1ccccc1)c1ccccc1C(=O)Nc1ccccc1C(=O)NCc1ccco1,0%,-8%,-20%,-2%,4%,-18%[58.9 µM],-15%,-26%,-16%
CC(C)NC(=O)/C(=C/c1ccco1)c1ccccc1,8%,-3%,-12%,x,19%,-4%,-8%,-7%,-4%
CCOc1ccc(OCc2ccc(C(=O)Nc3ccc(Cl)cn3)o2)cc1,-2%,-4%,-3%,20%[59 µM],1%,4%,-19%,6%,4%
Cc1ccc(/C=N/n2cnc3sc(-c4ccccc4)cc3c2=O)o1,-9%,-1%,-7%,7%[59 µM],u,2%,u,-19%,-14%
CC1(C)CC(=O)C(C(c2ccco2)C2C(=O)CC(C)(C)CC2=O)C(=O)C1,-10%,-1%,-3%,u,u,-18%,-2%,-25%,-13%

More compounds follow:
SMILES,APE1 inh,BLM helicase inh,POLH inh,G9a inh,POLB inh,POLI inh,Anesthetic bind,BAZ2B block,POLK inh
N=c1c2c(ncn1CCN1CCOCC1)Oc1ccc3ccccc3c1C2c1ccccc1 (centres undefined),14%,2%,0%,u,1%,7%,-10%,-37%,-1%
O=C(NCCCN1CCOCC1)c1ccc2c(=O)n(-c3ccc(F)c(Cl)c3)c(=S)[nH]c2c1,-4%,0%,-5%,40µM*,18%,23%,-9%,-9%,-3%
O=C(CN(c1ccccc1)S(=O)(=O)c1ccccc1)N1CCN(Cc2ccc3c(c2)OCO3)CC1,-1%,-1%,-1%,12%[12.7 µM],-4%,-1%,1%,u,-12%
COC(=O)Nc1nn(-c2ccc(C)cc2)c(=O)c(C#N)c1C,-8%,-12%,-6%,-3%,13%,55%[activator],1%,-18%,-19%
Oc1ccc2nc(Cc3ccccc3)[nH]c2c1,1%,-4%,4%,-45%[12.7 µM],-1%,15%,-24%,-5%,-4%
CCOC(=O)C1C(=O)NCC2CCCC21 (centres undefined),-2%,1%,-10%,12%[12.7 µM],53%,9%,3%,6%,1%
COc1ccc(S(=O)(=O)N2CCC(C)CC2)cc1OC,9%,1%,-3%,22%[0.501 µM],0%,-19%,-6%,5%,-4%
CC(=O)Nc1nc2c(s1)C(=O)NCCC2,-5%,-5%,-6%,2%,1%,106%[activator],-2%,-24%,-5%
CN(C(=O)c1ccc(NC(=O)Cc2cccc(NC(=O)C3CCN(C(=O)c4ccccc4)CC3)c2)cc1)C1CCCC1,15%,x,-3%,-37%[2.33 µM],x,-7%,x,-2%,-2%
COc1ccccc1Nc1nc(N)nc(CSC(=S)N2CC(C)CC(C)C2)n1 (centres undefined),2%,-14%,u,7%[59 µM],-25%,7%,u,-32%,-4%
Cn1nnc(NC(=O)c2ccco2)n1,-1%,-4%,-5%,14%,34%,13%,-5%,-3%,-11%
O=C(CSc1nc2c(c(=O)n1-c1ccc(Cl)cc1)SCC2)Nc1ccc2c(c1)OCCO2,2%,-4%,-5%,45µM*,-8%,10%,-5%,5%,-21%
COc1ccc(C(=O)c2ccc(O)cc2)c(O)c1O,u,-8%,x,x,x,x,-6%,x,2.2µM*
O=[N+]([O-])c1ccc(O)c(-c2nn[nH]n2)c1,-4%,3%,-11%,u,0%,u,-6%,2.8µM*,-9%
OCc1ccc(-c2ccc(-c3ccc(CO)s3)o2)s1,-8%,-3%,x,1.6µM*,x,x,0%,x,u

Some of the compounds tested; the hit share may differ from the screen's.
